Rac1 GTP hydrolysis: MgcRacGAP GTPase-activating activity inhibitors, confirmation, biochemical, ADP Hunter fluorescence; MgcRacGAP-stimulated Rac1 GTP hydrolysis, ADP Hunter fluorescence; higher % means a stronger effect; GST-tagged Rac1 F28L mutant substrate; inhibition, % at 30 µM, or IC50 in µM where a hit was titrated; 340,000 compounds, 0.6% hits; AID 624330;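 active means first-screen hits whose inhibition reached a set limit at any dose in the follow-up dose series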;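 further: fluorescence reports GDP produced by GAP-driven GTP hydrolysis; strong numbers were not always called active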
T cell HTS: modulates CD8 T cell binding to vesicles. 2C CD8+ T cell-vesicle binding, flow cytometry; active compounds read low. calls only at 7 µM. 330,000 compounds, 0.068% hits;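 active means response, share of CD8 T cells binding vesicles, and their 90th percentile fluorescence all below set limits, cut at about 80% in these data, passing the limit was not always enough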
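Assay system – 2C mouse CD8+ T cells · Also added – QL9-loaded Drosophila micro-vesicles · Timing – Cell–vesicle co-incubation 1.5 h at 37 °C, staining 20 min on ice · Signal – flow cytometry of vesicle-bound cells · Measure – percent CD8+ FL2 mean versus row control · Controls – Peptide-free naked vesicles (low) and QL9 vesicles with 0.7% DMSO vehicle (high)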
Hep lipid drop: hepatic lipid droplet formation modulation. AML12 mouse hepatocytes, oleate lipid droplets, BODIPY imaging. inhibition, % at 6.5 µM. 240,000 compounds, 0.4% hits;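 active means lipid droplet intensity inhibited by at least 50%, with more than 500 cells counted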
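Assay system: AML12 mouse liver cells | Compound dosing: One dose, 6.5 µM compound | Read-out basis: Droplet intensity reduction, % inhibition | Measured by: Fluorescence imaging, 20x objective, two fields per well | Schedule: Overnight treatment with compound plus oleate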
GPR35 arrestin U2OS: GPR35 antagonists blocking zaprinast-driven arrestin recruitment, primary screen, imaging, U2OS, beta-arrestin-GFP, zaprinast agonist (AID 2058) | inhibition, % at 10 µM, or IC50 in µM where a hit was titrated | 290,000 compounds, 0.052% hits | U2OS GPR35 beta-arrestin-GFP translocation imaging, zaprinast antagonism; higher % means a stronger effect;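 active means inhibition of at least 50% with at least 30 cells and total cytoplasm GFP at most 10,000,000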
GPR55 LPI antagonism: inhibition of LPI-stimulated GPR55 beta-arrestin translocation – imaging, U2OS, beta-arrestin-GFP, LPI agonist, primary screen (AID 2013); U2OS GPR55 beta-arrestin-GFP translocation imaging, LPI antagonism; higher % means a stronger effect; one-dose inhibition, % at 10 µM; IC50 in µM for titrated hits; 290,000 compounds, 0.13% hits;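 active means spots per cell inhibited over 60%, with over 100 cells counted and total cytoplasm intensity under 500,000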;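 further: U2OS cells stably carrying GPR55 and arrestin-GFP stimulated by 5 µM LPI near EC80; imaged beta-arrestin-GFP aggregate spots per cell after agonist stimulation; plate controls were LPI-stimulated DMSO wells for no effect and DMSO wells without LPI for full effect; some results filed as inactive read as strong as hits; confirmed hits need IC50 under 10 µM and bright autofluorescent wells are also inconclusive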
GPR55 beta-arrestin: selective activators of receptor GPR55 – imaging, U2OS cells, beta-arrestin-GFP redistribution, primary screen (AID 1961); one-dose activation, % at 10 µM; EC50 in µM for titrated hits; 290,000 compounds, 0.048% hits; U2OS GPR55 beta-arrestin-GFP redistribution imaging; higher % means a stronger effect;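 active means activation above 40% with more than 50 cells counted in the well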;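 further: U2OS osteosarcoma cells stably expressing GPR55 and beta-arrestin-GFP; plate controls were DMSO negative control for no effect and LPI positive control for full effect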
NTR1 ag: NTR1-driven beta-arrestin-GFP spot formation – imaging, U2OS cells, high content, primary screen (AID 493036). P30989. agonist mode. activation, % at 20 µM. 330,000 compounds, 0.17% hits;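 active means activation at or above 40% of the spot to cytoplasm intensity ratio, with at least 20 cells analyzed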;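 further: 0% = DMSO without peptide and 100% = 100 nM NTR1 peptide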
Target sequence (P30989 whole entry, looked up): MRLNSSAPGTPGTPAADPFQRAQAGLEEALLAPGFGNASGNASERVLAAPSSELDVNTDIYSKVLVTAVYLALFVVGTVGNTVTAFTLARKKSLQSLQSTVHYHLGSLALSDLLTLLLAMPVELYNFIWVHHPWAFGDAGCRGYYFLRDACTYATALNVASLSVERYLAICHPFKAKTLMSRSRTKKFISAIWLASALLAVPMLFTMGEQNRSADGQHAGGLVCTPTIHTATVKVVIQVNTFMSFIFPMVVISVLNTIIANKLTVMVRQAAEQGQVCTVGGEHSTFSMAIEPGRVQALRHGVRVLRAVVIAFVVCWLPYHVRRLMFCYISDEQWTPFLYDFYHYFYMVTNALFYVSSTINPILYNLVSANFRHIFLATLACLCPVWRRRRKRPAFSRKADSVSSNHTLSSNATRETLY
LYP phosphatase: PTPN22 lymphoid phosphatase activity blockers – biochemical, fluorescence intensity, uHTS (AID 1779) | recombinant LYP phosphatase, fluorescence intensity; higher % means a stronger effect | inhibition, % at 11.5 µM, or IC50 in µM where a hit was titrated | 290,000 compounds, 0.054% hits; in the data active means inhibition above about 50%;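 further: plate controls were vehicle with enzyme for no effect and no enzyme for full effect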
Large T inhibition: TAg ATPase/helicase activity blockers – biochemical (AID 1903); 310,000 compounds, 0.39% hits; SV40 large T antigen ATPase/helicase inhibition assay; higher % means a stronger effect; inhibition, % at 20 µM; hits with a dose series show IC50 in µM; in the data active means a potency from the dose series; further: strong numbers were not always called active
Hep lipid drop cells 6.5 µM: second read-out of Hep lipid drop, no call of its own (marks repeat the call); cell count; measured here: cell count, cytotoxicity flag;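 cells counted across two imaged fields per well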
T cell HTS vesicle-bound %: second read-out of T cell HTS, no call of its own (marks repeat the call); double positive events, %; measured here: CD8+ vesicle-bound cell fraction;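 binding gate set so that unloaded-vesicle control wells show 10% double positive cells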
NTR1 ag cell count 20 µM: also measured in NTR1 ag; calls as there; cell count; measured here: cell count, cytotoxicity flag
* hit, by the source's call; i = inactive; x = no result given. Rows were taken by chance, and some 1.8% of all compounds hit somewhere here.

structure,Rac1 GTP hydrolysis,T cell HTS,T cell HTS vesicle-bound %,Hep lipid drop,Hep lipid drop cells 6.5 µM,GPR35 arrestin U2OS,GPR55 LPI antagonism,GPR55 beta-arrestin,NTR1 ag,NTR1 ag cell count 20 µM,LYP phosphatase,Large T inhibition
Cc1cc(C(=O)N/N=C\c2cc(C(C)(C)C)c(O)c(C(C)(C)C)c2)n[nH]1,7%,i,6,-9,746,1%,1%,0.0%,4.5,59,3%,5%
Cc1cccc(C)c1OCC(=O)Nc1ccncc1,3%,i,37,8,800,14%,-15%,0.2%,1.8,57,-9%,-2%
O=C(O)C1C2C=CC(C2)C1C(=O)N1CCN(CCO)CC1 (stereo not given),2%,i,16,x,x,18%,23%,0.4%,1.5,77,-3%,2%
Oc1c(Cl)cc(Cl)cc1CNc1nc2ccccc2[nH]1,7%,i,63,-10,781,-17%,4%,-0.1%,6.3,62,-5%,11%
Cc1nc2[nH]c(=S)[nH]c2cc1Br,9%,i,47,x,x,1%,21%,0.3%,0.2,49,7%,9%
O=C1c2ccccc2C(=O)N1/N=C/c1ccc(O)c(O)c1O,-97%,x,x,-2,725,2%,4%,-0.1%,x,x,-8%,x
COC(=O)COc1cccc(NC(=O)COc2ccccc2)c1,11%,i,27,2,693,1%,3%,0.2%,-0.5,46,-1%,16%
Cc1cccc(N2CCN(C(=O)c3cccc(N4C(=O)C5CC=CC(C)C5C4=O)c3)CC2)c1C (stereo not given),8%,i,60,-20,748,10%,18%,-0.1%,9.9,67,12%,14%
NC(=O)CC(NC(=O)Cc1cccc2ccccc12)c1ccc(N2CCN(c3ccccn3)CC2)c([N+](=O)[O-])c1 (stereo not given),10%,i,31,1,812,-9%,7%,-0.2%,2.9,52,-12%,5%
CC(C)c1ccc(S(=O)(=O)NC2CCCC2)cc1,3%,i,17,-2,819,5%,10%,0.0%,1.0,64,-8%,7%
C/C(=N/NS(=O)(=O)c1cc(C)ccc1C)c1ccncc1,10%,i,51,-19,686,8%,2%,-0.1%,-0.5,79,-10%,9%
CCC(C)N=CC1=C(O)CC(c2ccccc2)CC1=O (stereo not given),10%,i,26,12,860,-3%,19%,-0.1%,-1.1,48,-4%,8%
S=c1[nH]nc(-c2ccco2)n1/N=C/c1ccccn1,x,i,23,-4,684,-15%,-5%,-0.1%,-0.2,85,2%,20%
COC(=O)CSc1nc(N2CCOCC2)c2c(c1C#N)CC(C)(C)N(C)C2,8%,i,31,12,752,-2%,12%,0.0%,-0.4,36,-6%,16%
CC1CCCC(C)N1C(=O)c1ccccc1Nc1ccc(SC(F)F)cc1 (stereo not given),4%,i,30,x,x,15%,14%,-2.0%,5.8,71,8%,-2%
COCCCNC(=S)NCCc1ccc(F)cc1,4%,i,18,-7,692,-17%,4%,0.0%,-0.8,30,-8%,0%
CCn1cc(Br)c(C(=O)Nc2ccccc2C(=O)OC)n1,-1%,i,64,-18,687,-3%,-1%,-0.1%,1.3,93,0%,2%
N#C/C(=C\c1ccc(N2CCOCC2)cc1)c1ccccc1,-5%,i,44,14,678,-1%,9%,-0.1%,4.3,41,9%,1%
COc1cc(C)c(NC(c2ccccc2)c2ccccc2)cc1OC,113µM*,i,18,-2,690,8%,11%,0.5%,5.8,37,1%,5%
CC(NC(=O)Cc1cccs1)c1ccncc1 (stereo not given),-1%,i,8,0,770,-7%,-4%,-0.1%,0.6,53,-10%,-1%
O=C(Cn1c(=O)n(Cc2ccco2)c(=O)c2c3c(sc21)CCCC3)Nc1ccccc1,-1%,i,48,0,576,-7%,9%,0.1%,0.7,39,3%,5%
O=C(NCS(=O)(=O)c1ccccc1)c1ccccc1,0%,i,8,x,x,11%,10%,-0.1%,-4.7,86,-4%,4%
COc1ccc(S(=O)(=O)n2ccc(-c3ccc4c(c3)CCC(C)(C)O4)n2)cc1,x,i,25,x,x,-9%,7%,0.0%,3.1,47,4%,12%
COc1ccc(-c2noc(CN(C)C(=O)c3ccco3)n2)cc1,4%,i,23,9,733,-1%,-6%,-0.2%,-0.7,57,-6%,28%
Cc1ccc(CN2CCN(/N=C/c3ccc(C)s3)CC2)c(C)c1,5%,i,43,14,677,2%,1%,0.7%,3.3,52,-9%,6%
O=C(Nc1cccc(Cl)c1)N(Cc1nc2ccccc2c(=O)[nH]1)C1CCCC1,4%,i,32,x,x,-7%,3%,-0.3%,4.7,57,-1%,15%
Cc1cc([N+](=O)[O-])nn1CCCC(=O)NCc1ccc(F)cc1,4%,i,55,0,716,2%,0%,0.6%,0.2,63,-7%,10%
COc1ccc(-c2nn(-c3ccccc3)cc2C(=O)O)cc1,0%,i,49,x,x,8%,-13%,0.3%,-2.5,53,-5%,-5%
O=C(Nc1ccccc1Br)c1c(F)cccc1Cl,2%,i,32,-2,672,12%,9%,-0.2%,-1.0,37,-5%,9%
Cc1nc2cc(NC(=O)CS(=O)(=O)c3ccc(F)cc3)ccc2s1,12%,i,54,x,x,x,x,x,1.5,53,x,19%
CC[C@H](C)[C@@H](NC(=O)O[C@@H]1C(=O)c2cc(OC)ccc2O[C@H]1c1ccc(OC)c(Br)c1)C(=O)OC,11%,i,4,-9,760,-18%,1%,0.2%,3.7,79,2%,11%
CC(CCc1ccccc1)NC(=O)c1nnc(Cc2ccc(Cl)cc2)o1 (stereo not given),11%,i,0,-14,573,-5%,-3%,-0.3%,-0.8,55,-5%,-2%
O=C(CN1C(=O)NC2(CCCCC2)C1=O)NC1CCCc2ccccc21 (stereo not given),13%,i,52,2,685,-6%,10%,-0.3%,0.3,66,-3%,-1%
NC(=O)NC(=O)CSc1nnc(-c2ccc(Cl)cc2)n1CC1CCCO1 (stereo not given),-3%,i,34,-2,676,19%,8%,-0.6%,0.7,40,-2%,14%
CCOc1cc(/C=N/NC(=O)NN(C)c2ncc(C(F)(F)F)cc2Cl)ccc1O,88µM*,i,50,-21,631,-10%,-10%,-0.6%,0.7,39,-1%,36%
C=CCC(C(=O)OC)(C(=O)OC)c1ccc([N+](=O)[O-])cn1,-1%,i,54,x,x,5%,10%,0.2%,4.0,69,-6%,19%
CCCCC(=O)Nc1nnc(S(=O)(=O)N2CCCCCC2)s1,13%,i,35,8,701,23%,-5%,0.2%,0.9,44,-14%,7%
O=C(CCN1CCOCC1)Nc1cc(C(=O)Nc2ccc(Cl)cc2)ccc1N1CC2CC(C1)c1cccc(=O)n1C2 (stereo not given),10%,i,42,2,762,-1%,14%,-0.2%,1.2,75,-7%,13%
CC(SCc1ccccc1)C(=O)Nc1ccc(F)cc1 (stereo not given),12%,i,31,-28,710,-4%,9%,-0.8%,1.4,46,4%,-6%
Cc1c(NC(=O)c2cc(-c3ccc(Cl)c(Cl)c3)on2)c(=O)n(-c2ccccc2)n1C,6%,i,14,7,787,8%,6%,-0.2%,-0.1,41,-5%,7%
Cc1nn(CC(=O)NCc2ccccc2Cl)c(C)c1[N+](=O)[O-],3%,i,10,x,x,1%,-1%,0.2%,0.3,67,-4%,3%
Cc1cc(F)ccc1NCC(=O)Nc1ccc(Br)cc1C,-4%,i,34,-42,600,-6%,-9%,-0.2%,3.3,67,-6%,11%
COC(=O)N1C(=O)[C@](CC(C)C)(c2ccccc2)N1C(=O)OC,12%,i,32,1,754,19%,14%,6.5%,x,x,-7%,15%
Cc1ccc(N2C(=O)N(CC(=O)Nc3ccccc3C)C(=O)C2C)cc1 (stereo not given),8%,i,10,4,646,0%,2%,0.2%,2.2,65,-7%,27%
N#CCSc1nc(-c2ccccc2)cs1,8%,i,24,1,626,-7%,2%,-0.2%,-1.0,57,-5%,6%
Cc1ccc(C)c(NS(=O)(=O)c2ccc3oc(=O)ccc3c2)c1,6%,i,38,-10,821,3%,13%,-0.2%,-0.3,60,-4%,8%
O=C(c1ccccc1F)N1C(=O)c2cccc3cccc1c23,15%,i,37,22,648,-3%,6%,0.0%,1.1,73,7%,6%
Cc1cc(NC(=O)CSc2ncn[nH]2)no1,-3%,i,16,20,641,10%,-7%,0.0%,0.6,82,-5%,1%
CCc1ccc(N=C2N=C(N)c3ccccc32)cc1,8%,i,46,11,807,16%,-1%,0.2%,0.0,58,-3%,9%
Cc1noc(C)c1C(=O)NCCCN1CCCC1=O,-3%,i,7,-16,682,-2%,1%,0.1%,1.5,61,1%,-5%

Assay outcomes deposited in PubChem BioAssay by several laboratories.
